# Screening results (PubChem)
# zfTRPN1 agonist: zebrafish TRPN1 (NompC) channel agonism; hit rate 0.18% among 220,000; activation, % at 3 µM; AID 1424; HEK293 zebrafish TRPN1-YFP, Fluo-8 calcium fluorescence; 100% = response to 87 µM carbachol;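 active = activation above its plate's cutoff, the mean activation of test wells on that plate plus 3 SD, cut at about 19% in these data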;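 note: 0% = DMSO alone and 100% = 87 µM carbachol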
#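 System: zebrafish TRPN1-YFP in HEK293 cells / Dosing: 3 µM single point / Timing: dye loading 1 h at 37 °C, then 30 min room temperature / Signal: Fluo-8 calcium fluorescence, excitation 470-495 nm, emission 515-575 nm / Read-out basis: percent activation from peak over basal fluorescence ratio, control-normalized / Control set: high carbachol 87 µM, low DMSO alone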
# NPY-Y1 PAM-ag: potentiates or activates human NPY-Y1 receptor. P25929. hit rate 0.37% among 220,000. activation, % at 3.6 µM. NPY-Y1 expressing cells, potentiator/agonist activation. AID 1304; in the data active = activation above about 33%, passing the limit was not always enough;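 note: cells stimulated with NPY at EC10 then isoproterenol at EC100; 0% = low agonist plus stimulus and 100% = saturating agonist plus stimulus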
# Target sequence (P25929 whole entry, looked up): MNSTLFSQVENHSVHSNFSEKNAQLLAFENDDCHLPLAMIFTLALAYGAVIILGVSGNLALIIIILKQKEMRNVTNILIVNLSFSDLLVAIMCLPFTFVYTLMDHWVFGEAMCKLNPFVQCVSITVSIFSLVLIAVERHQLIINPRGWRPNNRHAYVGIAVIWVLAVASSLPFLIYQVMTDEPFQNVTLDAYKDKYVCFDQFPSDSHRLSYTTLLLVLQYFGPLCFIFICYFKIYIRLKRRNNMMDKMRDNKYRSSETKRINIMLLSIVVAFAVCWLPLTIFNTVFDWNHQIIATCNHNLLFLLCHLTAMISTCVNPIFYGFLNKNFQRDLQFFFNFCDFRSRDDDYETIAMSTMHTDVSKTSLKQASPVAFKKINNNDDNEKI
# NPY-Y2 PAM-ag: potentiators or agonists of human neuropeptide Y receptor Y2; P49146; cells expressing NPY-Y2, potentiator/agonist read-out; activation, % at 3.6 µM; hit rate 0.45% among 220,000; AID 1359; in the data active = activation above about 27%;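 note: cells stimulated with NPY near EC25 plus isoproterenol at EC100; 0% = vehicle plus submaximal agonist and 100% = vehicle plus saturating agonist; some results beyond the cut were filed as inactive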
# S1P4 antag: antagonists of human S1P4 receptor; S1P4-expressing cells, antagonist mode, reporter read-out; inhibition, % at 4.98 µM; hit rate 0.26% among 220,000; AID 1510; in the data active = inhibition above about 29%;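 note: 0% = wells stimulated with agonist and 100% = vehicle wells without agonist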
# Target sequence (O95977 whole entry, looked up): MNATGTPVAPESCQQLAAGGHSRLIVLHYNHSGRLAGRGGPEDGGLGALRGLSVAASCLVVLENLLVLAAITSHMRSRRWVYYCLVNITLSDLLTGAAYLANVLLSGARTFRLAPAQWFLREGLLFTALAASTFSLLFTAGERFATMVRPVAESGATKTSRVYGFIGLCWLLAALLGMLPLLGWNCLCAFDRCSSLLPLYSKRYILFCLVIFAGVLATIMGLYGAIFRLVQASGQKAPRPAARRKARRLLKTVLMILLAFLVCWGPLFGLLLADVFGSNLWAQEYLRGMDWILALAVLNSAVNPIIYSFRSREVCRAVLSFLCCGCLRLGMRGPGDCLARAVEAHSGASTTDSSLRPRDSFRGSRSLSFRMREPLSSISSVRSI
# NPY-Y1 antag: blocks the human neuropeptide Y Y1 receptor; hit rate 1% among 200,000; AID 1040; HEK293-CNG Y1 cells, membrane potential fluorescence; NPY at EC95, then isoproterenol; inhibition, % at 3.6 µM; P25929;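 active = inhibition above the campaign mean inhibition of all tested compounds plus 3 SD, cut at about 20% in these data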;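 note: 0% = DMSO wells given NPY plus isoproterenol and 100% = isoproterenol alone without NPY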
#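 Material: HEK293 Y1/CNG channel cell line | Also added: NPY (25 nM), isoproterenol (1 µM), Ro 20-1724 (25 µM) | Compound: One concentration, 3.6 µM, in 0.4% DMSO | Schedule: 3 h dye uptake, 1 h room-temperature compound, 45 min post-isoproterenol | Signal: Membrane-potential fluorescent dye readout | Read-out: % inhibition of NPY effect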
# TRPML3 ag: agonists of human TRPML3 channel | Q8TDD5 | HEK293 TRPML3-YFP, Fluo-8 calcium fluorescence; 100% = the carbachol control signal | activation, % at 3 µM | hit rate 0.29% among 220,000 | AID 1448;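 active = activation above its plate's cutoff, the mean activation of the plate's test wells plus 3 SD, cut at about 12% in these data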;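 note: 0% = DMSO only wells and 100% = carbachol wells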
#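 Material: HEK293 cells stably carrying human TRPML3-YFP; compound dosing: single dose, 3 µM final nominal compound, 0.3% DMSO final; incubation: 1-h 37 °C dye load, 5-s basal, 120-s post-compound reads; technique: Fluo-8 intracellular calcium fluorescence, excitation 470-495 nm, emission 515-575 nm; read-out basis: percent activation from peak-to-basal fluorescence ratio, scaled between DMSO and carbachol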
# CHOP inh: blocks CHOP induction under ER stress | AID 2732 | hit rate 3.8% among 220,000 | inhibition, % at 10 µM | CHO-K1 CHOP-promoter luciferase, tunicamycin-induced, 15-18 h;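 active = compounds that reduced the stress-induced luciferase reporter signal by more than about 70% of percent inhibition, limit read from the data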;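 note: 0% = tunicamycin plus vehicle and 100% = wells without tunicamycin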
# S1P4 ag: agonists of human S1P4 receptor; O95977; S1P4-expressing cell line, agonist reporter assay; activation, % at 4.98 µM; hit rate 0.35% among 220,000; AID 1509; in the data active = activation above about 11%;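 note: 0% = DMSO vehicle and 100% = reference agonist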
# EP2 mod: EP2 receptor (human) modulation; P43116; EP2-expressing cells, cAMP HTRF FRET, PGE2 co-stimulation; induction, % at 25 µM; hit rate 0.83% among 260,000; AID 940;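 active = compounds whose cAMP rise, as percent of the full-agonist control response, exceeds 60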;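 note: rat C6 glioma line stably carrying human EP2 under a CMV promoter; the protocol text gives 20 µM as final concentration; 100% = response of wells given 1 µM PGE2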
# The depositor's hits bear a star; · = no result given.
SMILES,zfTRPN1 agonist,NPY-Y1 PAM-ag,NPY-Y2 PAM-ag,S1P4 antag,NPY-Y1 antag,TRPML3 ag,CHOP inh,S1P4 ag,EP2 mod
CCOC(=O)C1CCCN(C(=O)c2ccccc2NC(C)=O)C1 (configuration not stated),0.0,-2,4,7,-1,0.3,18,2.3,-6
Cc1ccc(-c2nn3cnnc3c3ccccc23)cc1,-1.1,-9,-5,3,0,-0.1,1,1.1,-11
COC(=O)C(CCSC)NC(=O)/C=C/c1ccc(OC)cc1 (configuration not stated),-0.6,11,-5,-3,6,0.7,18,0.8,7
O=C(c1ccc2c(=O)n(-c3ccccc3)c(=S)[nH]c2c1)N1CCCCC1,2.4,-11,-1,-13,3,1.5,31,1.2,-25
COc1cc(NC(=O)COC(=O)/C=C/c2ccc(Cl)cc2Cl)cc(OC)c1,-0.2,10,0,4,4,0.7,4,0.3,-34
O=C1Nc2ccccc2/C1=N/N=C/c1cccc(O)c1,1.3,14,5,0,·,0.0,-29,-0.2,-25
O=C1CC(c2ccccc2)N1c1ccccc1 (configuration not stated),-1.0,24,1,-3,6,-0.4,20,-1.4,26
CSc1ncccc1C(=O)Nc1nc2c(C)cccc2s1,-1.6,-15,3,0,8,0.3,86*,-0.1,-5
CC(C)Cc1ccc(C(C)C(=O)Nc2ccccc2O)cc1 (configuration not stated),46*,26,38,-26,·,22*,55,0.8,-34
Cc1occc1C(=O)Nc1ccc(S(N)(=O)=O)cc1,2.3,6,-15,-10,14,0.8,18,-0.1,-8
CCOc1ccc(Oc2ccc(Cl)cc2NC(=O)CCNC(C)=O)cc1,-0.6,11,5,6,2,0.0,13,-0.6,18
O=C(COC(=O)C1CC(=O)N(c2nc(-c3ccccc3)cs2)C1)c1ccccc1 (configuration not stated),-1.0,5,-11,2,1,0.0,12,-2.0,-18
CCOC(=O)c1c(NC(=O)CN2C(=O)NC3(CCCCC3C)C2=O)sc(C)c1C (configuration not stated),-0.9,-13,0,-11,1,0.2,32,2.0,6
CCC(C)NS(=O)(=O)c1ccc(NC(C)=O)cc1 (configuration not stated),-0.1,-1,3,4,0,0.3,9,-0.2,10
C=CCn1c(SCCOc2ccc(OC)cc2)nnc1C(CO)NC(=O)c1ccc(OC)cc1 (configuration not stated),-0.8,8,19,2,-2,0.7,24,-4.5,-12
C/C(=N\NC(=O)c1ccc(Cl)cc1)c1cccc(NC(=O)C(C)C)c1,-0.7,-24,-8,8,6,-0.6,0,0.4,-7
C(=N\n1cnnc1)/c1ccc(N2CCOCC2)s1,0.0,3,0,-10,-3,1.0,5,1.4,-13
CCSc1nnc(NC(=O)CSc2nnc(C)c(=O)n2N)s1,0.9,9,-15,-10,-3,0.8,11,1.2,10
Cc1occc1C(=O)Nc1ccccc1NC(=O)c1ccoc1C,-0.5,8,7,-13,-5,0.3,·,-0.8,·
O=C(O)c1ccc(NC(=S)Nc2ccccc2)cc1,1.0,15,8,-25,0,0.6,0,0.6,2
Cc1ccc(N2CCOCC2)c2c1C(=O)c1ccccc1C2=O,-2.1,8,22,-13,-4,-1.1,-4,1.2,19
O=c1oc2ccccc2c(O)c1/C=N/c1ccccn1,0.7,-12,-2,-15,-1,0.5,32,-0.4,9
C/C(=N/Oc1nc(C)cc(C)n1)c1ccc(F)cc1,-0.4,21,0,1,-1,0.0,1,-0.9,-19
COc1ccc(CNC(=O)c2ccc3c(c2)NC(=O)C(C)S3)cc1 (configuration not stated),1.0,13,-6,-2,·,0.1,25,1.2,-36
OCc1nnn(-c2cccc(C(F)(F)F)c2)c1CO,0.8,14,9,-21,-3,0.9,19,1.0,9
COc1ccc(CCNC(=O)COc2ccc(-c3ccccc3)cc2)cc1OC,0.9,-15,1,-9,-3,-0.6,24,0.4,5
COc1ccc(OC)c(-c2nnc(NC(=O)C(C)Sc3nncn3C)s2)c1 (configuration not stated),1.6,2,-4,3,0,-0.3,38,3.1,-32
CCN(CC)c1ccc(NC(=O)c2ccccc2F)cc1S(=O)(=O)Nc1ccccc1OC,-0.6,3,4,-15,13,0.5,18,0.9,-2
COc1cc(-n2c(=O)c3ccccc3n(Cc3cccc(C)c3)c2=O)cc(OC)c1OC,0.2,12,3,0,-1,1.5,29,31*,9
CC(C)Cc1ccc(C(C)C(=O)Nc2ncccn2)cc1 (configuration not stated),2.5,14,11,2,-3,1.3,29,0.7,-15
CNc1n[nH]c(=S)s1,1.3,3,6,-11,·,0.4,5,-0.1,12
C[C@@H]1C(=O)O[C@@H]2CC34[C@H]5C[C@@H](C(C)(C)C)C36[C@H](OC(=O)[C@@H]6O)OC4(C(=O)O5)[C@@]12O (some centres not stated),1.4,-13,8,9,0,0.9,4,0.9,18
Cc1ccccc1-n1nc2c(c1NC(=O)COc1ccc(Cl)cc1)CS(=O)C2 (configuration not stated),0.3,-5,-4,-14,1,0.3,8,-1.0,14
c1ccc(CN2CCC(N3CCN(Cc4ccc5c(c4)OCO5)CC3)CC2)cc1,6.1,-31,-25,-10,·,2.1,-8,0.6,-13
CCC(Sc1ncnc2c1nnn2-c1ccc(F)cc1)C(=O)OC (configuration not stated),0.3,-35,-9,3,3,-0.6,28,0.5,37
CCc1cccc(CC)c1NC(=O)CSc1nnc(C(C)C)n1CC,-0.3,-18,0,0,1,-0.6,30,-0.1,19

# The list goes on, starting with the last 3 of the part before.
SMILES,zfTRPN1 agonist,NPY-Y1 PAM-ag,NPY-Y2 PAM-ag,S1P4 antag,NPY-Y1 antag,TRPML3 ag,CHOP inh,S1P4 ag,EP2 mod
c1ccc(CN2CCC(N3CCN(Cc4ccc5c(c4)OCO5)CC3)CC2)cc1,6.1,-31,-25,-10,·,2.1,-8,0.6,-13
CCC(Sc1ncnc2c1nnn2-c1ccc(F)cc1)C(=O)OC (configuration not stated),0.3,-35,-9,3,3,-0.6,28,0.5,37
CCc1cccc(CC)c1NC(=O)CSc1nnc(C(C)C)n1CC,-0.3,-18,0,0,1,-0.6,30,-0.1,19
COc1cccc(-c2noc(C(C)n3nc(C)c([N+](=O)[O-])c3C)n2)c1 (configuration not stated),-2.5,11,-5,5,9,-1.4,21,-0.3,6
CCCSC1=N/C(=C\c2ccc([N+](=O)[O-])o2)C(=O)S1,1.7,-14,3,-3,-1,0.7,9,-1.0,-46
O=C1CC(Nc2ccc(N3CCOCC3)cc2)C(=O)N1c1ccccc1F (configuration not stated),-0.4,10,11,-1,-2,-0.2,28,-2.1,10
O=C(CCSCc1ccccc1F)NCc1cccs1,-3.1,-2,4,9,10,-0.4,36,1.9,-9
C/C(CC(=O)NCCN1CCOCC1)=N\NC(=O)c1ccncc1,0.2,22,10,-5,·,1.2,26,0.6,2
COC(=O)c1ccc(CSc2nnnn2-c2ccc(C)cc2C)o1,-0.7,3,-2,-7,5,0.3,34,0.2,-21
O=C(CCN1C(=O)/C(=C/c2cccs2)SC1=S)Nc1ccccn1,1.9,-12,9,-5,5,1.9,18,-1.1,-63
COc1ccc(C2NC(=O)NC(O)(C(F)(F)F)C2C(=O)c2ccccc2)cc1OC (configuration not stated),0.2,14,9,-16,-6,0.7,0,2.6,8
O=C(O)c1ccc(S(=O)(=O)c2ccc3c(c2)C(=O)N(c2ccc(O)cc2)C3=O)cc1,1.5,2,-6,-6,·,1.1,-20,1.2,35
O=C(N/N=C/C=C/c1ccccc1[N+](=O)[O-])c1ccncc1,-0.8,-5,0,-1,·,0.5,-6,0.5,3
Cn1c(=O)c2c(nc(NCc3ccc4c(c3)OCO4)n2C)n(C)c1=O,-0.4,-16,2,-2,9,0.4,20,1.7,8
O=S(=O)(NCc1csc(-c2cccs2)n1)c1ccccc1,-0.3,20,-4,-2,·,-0.3,5,1.8,-13
Cn1cnnc1SC(C(=O)Nc1cc(Cl)cc(Cl)c1)c1ccccc1 (configuration not stated),0.7,7,-2,-3,-2,0.9,63,0.2,-20
CCN(CC(=O)NCc1ccc(F)cc1)CC(=O)Nc1ccc(S(=O)(=O)N2CCCC2)cc1,0.8,1,-2,7,-5,0.7,4,-1.1,-36
Cc1ccc(S(=O)(=O)Cn2nnnc2C(c2ccccc2)N2CCN(c3ncccn3)CC2)cc1 (configuration not stated),0.4,-13,-14,-15,-1,2.6,-2,0.8,16
CC(=O)C1=C(C)NC(SCC(=O)c2ccccc2)=C(C#N)C1CC(C)C (configuration not stated),-0.5,-26,-5,-2,3,0.6,38,0.9,21
O=C(CNC(=O)c1ccco1)Nc1ccc(F)cc1,1.2,30,-6,-7,-3,0.8,14,0.2,-2
CCCCOC(=O)c1ccc(NC(=S)NC(=O)c2c(Cl)cnn2CC)cc1,-1.5,-32,-6,-28,2,2.8,40,-0.8,19
Cc1ccc(N2C(=O)c3ccccc3C2(O)c2ncc[nH]2)cc1 (configuration not stated),0.0,-20,-17,-4,1,1.0,-7,-1.4,12
O=C(NC12CC3CC(CC(C3)C1)C2)c1ccc(=O)oc1,0.8,-8,-5,-4,-3,-0.2,-17,-0.5,-23
CCOc1ccc(CN2CCNC(=O)C2CC(=O)NCCC2=CCCCC2)cc1 (configuration not stated),-0.9,-2,5,-4,2,-0.8,15,-0.7,-24
COc1ccc(-c2nc3cnccn3c2NC(C)(C)CC(C)(C)C)cc1O,-0.4,7,20,2,8,0.5,31,-0.4,-84
O=C(C/C=N/OCc1c(Cl)cccc1Cl)c1cnc(-c2ccccc2)s1,0.7,-9,-13,-20,5,-0.6,30,-2.0,12
O=C1CN(c2nc(-c3cccnc3)nc3scc(-c4ccccc4)c23)CCN1,1.1,-3,-2,1,-6,0.3,30,0.0,-27
Cc1csc(NC(=O)[C@@H](NC(=O)c2ccccc2)C(C)C)n1,0.9,13,-7,-7,0,-0.2,34,0.4,30
CCN(C(=O)c1cccc(F)c1)c1ccccc1C,1.5,-8,-8,6,2,0.3,15,0.0,10
Cc1csc(NC(=O)CSc2nnc(NC(=O)COc3ccccc3)s2)n1,2.1,-7,8,1,0,0.9,101*,-0.1,2
COc1ccc(-c2cc(CCCC(=O)NCCc3ccccc3)no2)cc1,-1.0,-18,-18,6,·,-0.7,35,-0.5,-64
O=C(CC1Oc2ccc(Cl)cc2NC1=O)NC1CCCCCC1 (configuration not stated),0.6,9,-9,-7,-1,0.4,50,0.0,-8
Cc1ccc(OCCCN2C(=O)C(=O)c3cccc(C)c32)cc1,-1.1,-35,-8,-13,1,2.9,67,1.5,63*
